Screens as filed in PubChem.
TRHR PAM = allosterically enhances the human TRH receptor; P34981; TRHR cells, fluo-8 calcium fluorescence, EC20 TRH enhancement; enhancement, % at 2 µM; 0.66% of 360,000 active; AID 493056; in the data active = enhancement above about 30%; note: 0% is about no effect
Target sequence (P34981 whole entry, looked up): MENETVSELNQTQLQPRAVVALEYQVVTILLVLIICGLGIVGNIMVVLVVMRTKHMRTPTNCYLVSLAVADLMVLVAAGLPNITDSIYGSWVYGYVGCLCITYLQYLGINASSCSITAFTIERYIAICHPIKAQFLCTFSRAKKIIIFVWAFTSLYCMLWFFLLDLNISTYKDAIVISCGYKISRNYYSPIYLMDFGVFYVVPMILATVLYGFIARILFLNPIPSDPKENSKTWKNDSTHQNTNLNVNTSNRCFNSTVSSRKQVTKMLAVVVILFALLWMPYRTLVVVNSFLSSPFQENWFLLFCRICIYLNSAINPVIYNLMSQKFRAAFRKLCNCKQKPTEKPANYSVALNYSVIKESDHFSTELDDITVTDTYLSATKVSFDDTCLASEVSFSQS
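Enhancer read-out: after compound pinning and an initial kinetic agonist-mode read, an EC20 of TRH (10 nM final) was injected and fluo-8 calcium signal (Ex 480/Em 530) followed at 1 s/cycle for 100 cycles in TRHR-expressing cells.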
D1 agonist = activates the human D1 dopamine receptor | 1% of 360,000 active | HEK293 T-REx D1 cells, calcium flux, agonist mode | AID 504660 | P21728 | activation, % at 2 µM; note: 0% is about no effect
Target sequence (P21728 whole entry, looked up): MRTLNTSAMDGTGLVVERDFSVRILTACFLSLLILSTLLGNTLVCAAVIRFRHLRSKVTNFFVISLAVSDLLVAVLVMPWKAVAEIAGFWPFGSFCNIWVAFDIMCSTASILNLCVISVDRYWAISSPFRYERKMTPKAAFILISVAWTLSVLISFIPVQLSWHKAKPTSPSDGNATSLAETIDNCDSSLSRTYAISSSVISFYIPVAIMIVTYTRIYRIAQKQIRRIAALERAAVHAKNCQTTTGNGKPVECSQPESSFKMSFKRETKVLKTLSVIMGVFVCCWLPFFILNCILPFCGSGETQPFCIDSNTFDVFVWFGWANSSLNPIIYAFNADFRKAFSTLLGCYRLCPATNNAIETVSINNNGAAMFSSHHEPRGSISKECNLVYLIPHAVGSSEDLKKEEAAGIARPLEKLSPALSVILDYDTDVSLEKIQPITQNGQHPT
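Inducible HEK293 T-REx D1 cells, force-coupled to calcium signalling, were plated at 4000 cells/well with tetracycline and held overnight at 30 C. After no-wash calcium dye loading, compound-evoked calcium rise over 180 s flagged agonists.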
D1 PAM = enhances dopamine response at the human D1 receptor | P21728 | HEK293 TREx D1 cells, calcium flux, dopamine EC20 potentiation | potentiation, % at 10 µM | 0.036% of 360,000 active; in the data active = potentiation above about 30%; note: 0% is about no effect
D1 antagonist = blocks dopamine activation of the human D1 receptor; P21728; HEK293 TREx D1 cells, calcium flux, dopamine EC80; active compounds read low; AID 504652; activity change, negative = inhibition, % at 10 µM; 3.2% of 360,000 active; in the data active = activity change below about -30%; note: % is set by controls: 0 for no effect and ±100 for the full control effect
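Tetracycline-induced HEK293 Trex D1 cells, force-coupled to calcium, dye-loaded; compounds added and read 180 s, then EC80 dopamine added and calcium flux tracked kinetically another 180 s.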
D2 PAM = positively modulates the human D2 dopamine receptor allosterically. P14416. HEK293 T-REx D2, calcium flux, EC20 dopamine potentiation. potentiation, % at 10 µM. 0.34% of 340,000 active;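 active = potentiation over 3 SD above the plate norm, cut at about 30% in these data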; note: 0% is about no effect
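Potentiation of an EC20 dopamine calcium response measured kinetically over 180 s, after a preceding 180 s compound-only read flagging agonists. Cells: inducible Hek293 Trex D2 line, 4000/well, cultured overnight at 30 C before dye loading.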
RXFP1 antag = RXFP1 (human) relaxin receptor antagonism; Q9HBX9; HEK293-RXFP1, relaxin-stimulated cAMP HTRF, 30 min; active compounds read low; activity change, negative = inhibition, % at 57.5 µM; 0.59% of 350,000 active;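 active = activity change of -60% or lower, but not beyond a set lower limit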; note: % is set by controls: 0 for no effect and ±100 for the full control effect
TRHR ag = TRH receptor (human) agonism; P34981; TRHR cells, calcium flux fluo-8, FDSS agonist mode; activation, % at 2 µM; 0.18% of 360,000 active; note: 0% is about no effect
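In this calcium-flux screen, cells bearing human TRHR are dye-loaded with fluo-8, baselined for 10 cycles, then exposed to library compounds; positive kinetic calcium responses during the agonist phase mark hits, with TRH as control.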
D2 antagonist = D2 dopamine receptor (human) antagonism | P14416 | 2% of 340,000 active | inhibition, % at 10 µM | HEK293 TREx D2 cells, calcium flux, dopamine EC80 | AID 485344; in the data active = inhibition above about 30%; note: 0% is about no effect
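Read-out: kinetic calcium fluorescence (1 cycle/s) in inducible HEK293 T-REx D2 cells after an EC80 dopamine addition that followed 180 s compound preincubation. Loss of the dopamine response indicates antagonism.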
D2 ag = agonists of human D2 dopamine receptor. HEK293 T-REx D2 cells, calcium flux agonist mode. activation, % at 2 µM. 0.53% of 340,000 active;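 active = activation over 3 SD above normal in the single-dose calcium agonist read, cut at about 30% in these data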; note: 0% is about no effect
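Agonism scored from kinetic calcium signal (1 read/sec, 180 s) following compound pin transfer, after a 10 s baseline. Cells: HEK293 Trex line expressing inducible D2 receptor coupled to calcium, dye-loaded after overnight culture at 30 C.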
The depositor's hits bear a star. Cut-off read from the data, not from the text of the source, unless noted: active = activation above about 30%; inactive = the rest.

Start of the data: the first 3 compounds, ahead of the listing:
Screening O=C(O)c1ccc(N2C(=O)CC(N3CCC(c4nc5ccccc5[nH]4)CC3)C2=O)cc1 (stereo not drawn) returned TRHR PAM 10, D1 agonist 2, D1 PAM 1, D1 antagonist -19, RXFP1 antag 0 and TRHR ag 0.6.
CCOC(=O)c1ccc2[nH]c3c(c2c1)CCCC3NC=O (stereo not drawn) was read as TRHR PAM 2, D1 agonist 3, D1 PAM 2, D1 antagonist -2, D2 PAM -2, RXFP1 antag 1, TRHR ag 0.4, D2 antagonist 1 and D2 ag -1.0.
Screening CCc1c(C)c(C#N)c2nc3ccccc3n2c1Nc1cccc(C(F)(F)F)c1 returned TRHR PAM -5, D1 agonist -1, D1 PAM -2, D1 antagonist 6, D2 PAM 2, RXFP1 antag -1, TRHR ag -1.2 and D2 ag -0.1.

All compounds of this part, from the first entry:
Screening O=C(O)c1ccc(N2C(=O)CC(N3CCC(c4nc5ccccc5[nH]4)CC3)C2=O)cc1 (stereo not drawn) returned TRHR PAM 10, D1 agonist 2, D1 PAM 1, D1 antagonist -19, RXFP1 antag 0 and TRHR ag 0.6.
CCOC(=O)c1ccc2[nH]c3c(c2c1)CCCC3NC=O (stereo not drawn) was read as TRHR PAM 2, D1 agonist 3, D1 PAM 2, D1 antagonist -2, D2 PAM -2, RXFP1 antag 1, TRHR ag 0.4, D2 antagonist 1 and D2 ag -1.0.
Screening CCc1c(C)c(C#N)c2nc3ccccc3n2c1Nc1cccc(C(F)(F)F)c1 returned TRHR PAM -5, D1 agonist -1, D1 PAM -2, D1 antagonist 6, D2 PAM 2, RXFP1 antag -1, TRHR ag -1.2 and D2 ag -0.1.
Screening COc1cc(NC(=O)CNC(=O)Cn2c(C)cc3ccccc3c2=O)cc(OC)c1OC returned TRHR PAM 7, D1 agonist 5, D1 antagonist 4, RXFP1 antag 6 and TRHR ag 0.8.
CCCCN1C(C(=O)Nc2cc(C)on2)=C(O)c2ccccc2S1(=O)=O was read as TRHR PAM -3, D1 agonist 1, D1 PAM -3, D1 antagonist -10, D2 PAM 4, RXFP1 antag -13, TRHR ag -0.8, D2 antagonist -17 and D2 ag -0.7.
Screening Cc1ccc(OCCOCCN2CCN(C)CC2)c(C(C)(C)C)c1 returned TRHR PAM 10, D1 agonist 9, D1 PAM -2, D1 antagonist 3, D2 PAM -16, RXFP1 antag -6, TRHR ag -0.3, D2 antagonist 4 and D2 ag 0.6.
For Cc1ccc(C(=O)N[C@H](C(=O)Nc2ccc(F)cc2)C(C)C)cc1 the results were TRHR PAM -11, D1 agonist 13, D1 PAM 3, D1 antagonist 8, D2 PAM 1, RXFP1 antag 8, TRHR ag 0.3, D2 antagonist -16 and D2 ag -0.6.
For CCOc1ccccc1NC(=O)CSc1ccc(-c2sc(C)nc2C)nn1 the results were TRHR PAM 5, D1 agonist 6, D1 PAM 5, D1 antagonist -19, D2 PAM 20, RXFP1 antag -22, TRHR ag 0.7, D2 antagonist -8 and D2 ag -0.1.
For CCOc1cc([N+](=O)[O-])cc2c1C(=O)Nc1ccccc1O2 the results were TRHR PAM -12, D1 agonist 11, D1 PAM -3, D1 antagonist 1, D2 PAM -4, RXFP1 antag -20, TRHR ag 3.9, D2 antagonist -15 and D2 ag 2.1.
For Cc1ccc(NC(=O)c2sc3nc[nH]c(=O)c3c2C)cc1Cl the results were TRHR PAM 11, D1 agonist 1, D1 PAM -1, D1 antagonist 1, D2 PAM 13, RXFP1 antag 4, TRHR ag 0.6 and D2 ag 0.4.
CCCCn1c(N)c(N(CC(C)C)C(=O)c2cc3c(s2)CCC3)c(=O)[nH]c1=O was read as TRHR PAM -4, D1 agonist -1, D1 PAM -2, D1 antagonist -9, D2 PAM 12, RXFP1 antag 10, TRHR ag -0.2, D2 antagonist -8 and D2 ag -0.9.
Screening C=CCOc1ccc(Br)cc1CNCCCN1CCOCC1 returned TRHR PAM 0, D1 agonist 2, D1 PAM -7, D1 antagonist -9, D2 PAM -7, RXFP1 antag 12, TRHR ag 0.4, D2 antagonist -19 and D2 ag -0.2.
O=C(NCc1cccnc1)c1ccc(NC(=O)c2ccco2)cc1 was read as TRHR PAM -2, D1 agonist 0, D1 PAM -3, D1 antagonist 0, D2 PAM -1, RXFP1 antag 20, TRHR ag 0.7, D2 antagonist 0 and D2 ag 0.7.
For COc1ccc(S(=O)(=O)N2CC(C)N(C(=O)N(C)C)C2C)cc1 (stereo not drawn) the results were TRHR PAM 11, D1 agonist 3, D1 PAM -6, D1 antagonist -13, D2 PAM 2, RXFP1 antag -1, TRHR ag 1.2, D2 antagonist 0 and D2 ag 0.4.
O=C(CCNS(=O)(=O)c1ccc(Br)s1)Nc1ccc(Br)cc1 was read as TRHR PAM 0, D1 agonist 9, D1 PAM -1, D1 antagonist -8, TRHR ag -0.1 and D2 ag -0.5.
Screening O=C(NC1CCCC1)C(c1cccs1)N(C(=O)c1ccno1)c1ccccc1 (stereo not drawn) returned TRHR PAM 0, D1 agonist -4, D1 PAM -2, D1 antagonist -4, D2 PAM 12, RXFP1 antag -10, TRHR ag -0.7, D2 antagonist -7 and D2 ag 0.4.
`Cc1nn(C)cc1NC(=O)Cn1nc(C(F)(F)F)cc1C1CC1` gave TRHR PAM -1, D1 agonist -1, D1 PAM -7, D1 antagonist -67*, D2 PAM 4, RXFP1 antag 11, TRHR ag 0.2, D2 antagonist 0 and D2 ag -0.5.
For CN(CCc1ccccn1)C(=O)Nc1ccc(C(C)(C)C)cc1 the results were TRHR PAM 1, D1 agonist 0, D1 PAM 2, D1 antagonist -5, D2 PAM -5, RXFP1 antag 7, TRHR ag -0.5, D2 antagonist -1 and D2 ag -0.4.
CN(C(=O)CSc1nc2ccccc2n1CC(=O)N(C)C1CCCCC1)c1ccccc1 was read as TRHR PAM -4, D1 agonist -2, D1 PAM 1, D1 antagonist -1, D2 PAM 3, TRHR ag 0.1 and D2 ag -0.5.
Nc1ncc([N+](=O)[O-])c(N2CCCCCC2)n1 was read as TRHR PAM 20, D1 agonist 2, D1 PAM 0, D1 antagonist -5, D2 PAM -6, RXFP1 antag -2, TRHR ag 0.5, D2 antagonist -20 and D2 ag 0.6.
For C/C(=N/n1cnnc1)c1cccnc1 the results were TRHR PAM 2, D1 agonist 2, D1 PAM -1, D1 antagonist -5, D2 PAM 0, RXFP1 antag -7, TRHR ag 0.5, D2 antagonist 19 and D2 ag 0.6.
Screening CCCC(=O)Nc1cccc(-c2nc3ccccc3c(=O)o2)c1 returned TRHR PAM -1, D1 agonist 3, D1 PAM 3, D1 antagonist -13, D2 PAM 3, RXFP1 antag -22 and TRHR ag 0.7.
`Cc1cc(NC(=O)CSc2nc3c(sc4ccccc43)c(=O)n2CCCN2CCOCC2)n[nH]1` gave TRHR PAM 1, D1 agonist 0, D1 PAM -6, D1 antagonist -3, D2 PAM -6, RXFP1 antag 3, TRHR ag -0.3, D2 antagonist -1 and D2 ag 3.8.
COc1ccc(S(=O)(=O)NCCc2cn3ccsc3n2)cc1 was read as TRHR PAM -3, D1 agonist 1, D1 PAM -4, D1 antagonist -45*, D2 PAM -11, RXFP1 antag 4, TRHR ag -0.4 and D2 ag 1.1.
For CCCOc1ccc(-c2nnn(CC(=O)c3c[nH]c4ccccc34)n2)cc1 the results were TRHR PAM -2, D1 agonist 3, D1 PAM -4, D1 antagonist -16, D2 PAM -5, RXFP1 antag -32, TRHR ag 0.3, D2 antagonist 9 and D2 ag -0.3.
Screening COc1cc(C(=O)Nc2nc3ccc(C)cc3s2)ccc1OCc1c(C)noc1C returned TRHR PAM -3, D1 agonist -1, D1 PAM 2, D1 antagonist -2, D2 PAM 10, RXFP1 antag -8, TRHR ag -0.6, D2 antagonist -4 and D2 ag 0.8.
N=C(N)SCc1ncccc1O was read as TRHR PAM 4, D1 agonist 2, D1 PAM 2, D1 antagonist -6, D2 PAM 2, RXFP1 antag -7, TRHR ag -0.3, D2 antagonist 5 and D2 ag -0.9.
Screening Cc1ccc(CN2CCN(CC(=O)N=Nc3c(O)[nH]c4ccccc34)CC2)cc1 returned TRHR PAM 1, D1 agonist 1, D1 PAM -3, D1 antagonist 5, D2 PAM -26, RXFP1 antag -16, TRHR ag -0.1, D2 antagonist 6 and D2 ag 0.0.
Screening O=C(N/N=C/c1c(O)n(-c2ccc(Cl)cn2)c(=O)c2ccccc12)C1CC1 returned TRHR PAM 5, D1 agonist 1, D1 PAM 2, D1 antagonist 4, D2 PAM 1, RXFP1 antag 1, TRHR ag 1.7, D2 antagonist -2 and D2 ag 1.6.
CNC(=O)c1oc(-c2ccccc2)nc1C was read as TRHR PAM 0, D1 agonist 3, D1 PAM -6, D1 antagonist -7, D2 PAM -3, RXFP1 antag 8, TRHR ag -1.1, D2 antagonist 0 and D2 ag 2.2.
Screening O=C(OCc1ccccc1F)c1ccc2c(c1)OCCO2 returned TRHR PAM -3, D1 agonist 3, D1 PAM -6, D1 antagonist -22, D2 PAM 1, RXFP1 antag 2, TRHR ag 0.1, D2 antagonist 16 and D2 ag -0.8.
For COc1cccc(NS(=O)(=O)c2ccc(OC)c(OC)c2)c1 the results were TRHR PAM 1, D1 agonist 5, D1 PAM -1, D1 antagonist 4, D2 PAM -9, RXFP1 antag 22, TRHR ag -0.2, D2 antagonist 5 and D2 ag 0.1.
COCCN(C(=O)COC(=O)c1ccccc1NCc1ccco1)c1c(N)n(Cc2ccccc2)c(=O)[nH]c1=O was read as TRHR PAM -7, D1 agonist 3, D1 PAM -3, D1 antagonist 1, D2 PAM -9, RXFP1 antag -12, TRHR ag -0.1, D2 antagonist -6 and D2 ag 0.1.
N=c1c(C(=O)NCc2ccccc2)cc2c(=O)n3ccccc3nc2n1Cc1ccco1 was read as TRHR PAM 2, D1 agonist 2, D1 PAM 3, D1 antagonist 25, D2 PAM -6, RXFP1 antag -2, TRHR ag 0.3, D2 antagonist 14 and D2 ag 1.7.
`Cc1cc(S(=O)(=O)Nc2c(C)nn(C)c2C)c(Cl)cc1Cl` gave TRHR PAM 1, D1 agonist 14, D1 PAM 0, D1 antagonist 9, D2 PAM 20, RXFP1 antag 16, TRHR ag -0.2, D2 antagonist -9 and D2 ag -0.6.
`O=C(Nc1ccc(N2CCOCC2)c(Cl)c1)c1ccc(Br)o1` gave TRHR PAM 2, D1 agonist 10, D1 PAM -10, D1 antagonist 3, RXFP1 antag 4, TRHR ag -2.1, D2 antagonist 13 and D2 ag 0.7.
For Cc1cccc(-n2nc([N+](=O)[O-])c(N3CCN(C(=O)c4ccco4)CC3)[n+]2[O-])c1 the results were TRHR PAM 1, D1 agonist 1, D1 PAM 2, D1 antagonist -14, D2 PAM 2, RXFP1 antag 13, TRHR ag 0.2, D2 antagonist 5 and D2 ag 0.7.

2 records picked at random from those above, as already listed:
N=c1c(C(=O)NCc2ccccc2)cc2c(=O)n3ccccc3nc2n1Cc1ccco1 was read as TRHR PAM 2, D1 agonist 2, D1 PAM 3, D1 antagonist 25, D2 PAM -6, RXFP1 antag -2, TRHR ag 0.3, D2 antagonist 14 and D2 ag 1.7.
For COc1cccc(NS(=O)(=O)c2ccc(OC)c(OC)c2)c1 the results were TRHR PAM 1, D1 agonist 5, D1 PAM -1, D1 antagonist 4, D2 PAM -9, RXFP1 antag 22, TRHR ag -0.2, D2 antagonist 5 and D2 ag 0.1.
